Bioassay records deposited in PubChem by several laboratories.
MEX-5 binding = C. elegans MEX-5 TCR-2 RNA binding activity | Q9XUB2 | MEX-5/FITC-TCR2 RNA binding, fluorescence polarization; active compounds read low | activity score (negative = inhibition of binding), % at 10 µM | 300,000 compounds, 0.38% hits;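 active = inhibition past about -25% in most replicates, and total fluorescence under double the plate's negative control median, limit read from the data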;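 note: 0% = DMSO and -100% = 5 µM competing unlabeled TCR2 RNA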
Target sequence (Q9XUB2 whole entry, looked up): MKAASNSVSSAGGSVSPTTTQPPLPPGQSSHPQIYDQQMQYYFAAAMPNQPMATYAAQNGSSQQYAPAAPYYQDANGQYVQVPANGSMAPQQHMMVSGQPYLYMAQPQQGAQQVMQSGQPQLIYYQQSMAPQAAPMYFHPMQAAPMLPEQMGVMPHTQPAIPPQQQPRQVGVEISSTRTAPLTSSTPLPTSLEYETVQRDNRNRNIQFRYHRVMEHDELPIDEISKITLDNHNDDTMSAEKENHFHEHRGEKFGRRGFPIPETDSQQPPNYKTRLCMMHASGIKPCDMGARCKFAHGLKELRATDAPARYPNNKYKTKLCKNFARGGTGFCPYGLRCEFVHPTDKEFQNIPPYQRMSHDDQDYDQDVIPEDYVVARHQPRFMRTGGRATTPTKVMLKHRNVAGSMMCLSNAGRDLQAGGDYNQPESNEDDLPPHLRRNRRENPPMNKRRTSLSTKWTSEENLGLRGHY
MCL1 BIM primary = MCL1-BIM-BH3 interaction inhibition (human) | inhibition, % at 10.9 µM | AID 2057 | 320,000 compounds, 0.68% hits | GST-MCL1 / FITC-Bim-BH3 fluorescence polarization | Q07820;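 active = inhibition above the mean inhibition of all tested compounds plus 3 SD, set per campaign, cut at about 40% in these data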;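 note: 0% = DMSO wells and 100% = unlabeled Bim-BH3 peptide control; higher means more loss of mP so more displacement of Bim peptide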
GRK2 aptamer HTS = blocks RNA aptamer binding to human GRK2; P25098; bead flow cytometry, FAM-aptamer displacement from GRK2; inhibition of aptamer binding, % at 10 µM; 330,000 compounds, 0.59% hits; AID 488847;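 active = inhibition of aptamer binding above 40%, roughly 3 SD of noise, on plates passing a quality check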;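 note: median bead fluorescence of bound FAM aptamer so fluorescent compounds give negative values; no value below 0 was filed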
AGP1-GFP MLPCN = alters AGP1-GFP fluorescence in TOR pathway yeast screen; 320,000 compounds, 0.02% hits; GFP response vs DMSO, % at 10 µM; S. cerevisiae AGP1-GFP multiplex flow cytometry, 3 h; GFP as percent of DMSO wells; AID 2066;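 active = GFP response relative to DMSO above a set limit, near screen average plus 3 SD, cut at about 150% in these data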;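 note: median GFP channel fluorescence of the gated AGP1 strain per well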
Fam108B inh = Fam108B inhibition, counter-screen for RBBP9 inhibitors. recombinant Fam108B, FP-Rh probe fluorescence polarization. inhibition, % at 9.51 µM. 300,000 compounds, 0.33% hits;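 active = inhibition above the screen mean inhibition plus 3 SD, computed separately per campaign, cut at about 18% in these data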;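 note: inhibitors lower polarization as less probe binds the enzyme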
CIT2-GFP yeast = modulators of TOR pathway CIT2-GFP in S. cerevisiae. S. cerevisiae CIT2-GFP strain, flow cytometry, 3 h; 100 means same as DMSO wells. GFP response vs DMSO, % at 10 µM. AID 2029. 320,000 compounds, 0.065% hits;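 active = GFP response relative to DMSO above a set limit, near the screen mean plus 3 SD, cut at about 150% in these data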;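 note: ratio of well median GFP fluorescence to mean of DMSO wells on the plate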
GLD-1 RNA inh = GLD-1-TGE RNA interaction inhibition (C. elegans); Q17339; AID 2280; inhibition, % at 5.96 µM; 320,000 compounds, 0.44% hits; purified GLD-1 + fluorescein TGE RNA, fluorescence polarization;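 active = percent inhibition above a per-plate cutoff, the plate mean of test compounds plus 3 SD, cut at about 30% in these data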;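 note: 0% = DMSO wells with GLD-1 and probe and 100% = wells lacking GLD-1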
BCLXL inh = Bcl-xL (human) inhibition | Q07817 | GST-Bcl-xL / FITC-Bim BH3 peptide fluorescence polarization | inhibition, % at 10.9 µM | 320,000 compounds, 0.7% hits;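 active = inhibition above the mean of all tested compounds plus 3 SD, cutoff set per campaign, cut at about 30% in these data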;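 note: 0% = DMSO wells and 100% = unlabeled Bim-BH3 peptide competitor; inhibitors lower millipolarization by displacing the labeled peptide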
Target sequence (Q07817 whole entry, looked up): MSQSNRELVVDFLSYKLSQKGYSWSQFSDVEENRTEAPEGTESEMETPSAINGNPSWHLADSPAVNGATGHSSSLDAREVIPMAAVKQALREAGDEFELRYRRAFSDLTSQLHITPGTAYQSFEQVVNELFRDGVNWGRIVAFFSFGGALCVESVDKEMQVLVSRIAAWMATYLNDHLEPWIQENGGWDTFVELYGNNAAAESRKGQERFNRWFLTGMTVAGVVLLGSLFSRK
VLA-4 inh = inhibition in a human VLA-4 binding assay; P13612; VLA-4 expressing cells, ligand binding flow cytometry; 330,000 compounds, 0.2% hits; inhibition, % (about 7 µM as worked out from the volumes in the protocol); AID 2557; in the data active = inhibition above about 50%
Numbers without * were called inactive; x = no result given; + = active, no number; [ ] = remark or other dose.

compound	MEX-5 binding	MCL1 BIM primary	GRK2 aptamer HTS	AGP1-GFP MLPCN	Fam108B inh	CIT2-GFP yeast	GLD-1 RNA inh	BCLXL inh	VLA-4 inh
Cn1cnnc1Sc1ccc(C(F)(F)F)cc1[N+](=O)[O-]	-1.5	2	0	103	2	103	1	5	14
COC(=O)c1ccc(/C=N/NC(=O)c2ccccc2Cl)cc1	0.9	9	3	87	-4	92	1	5	5
CCOC(=O)c1sc2ncn(/N=C/c3ccc(O)cc3)c(=O)c2c1C	1.9	3	1	92	1	100	1	1	12
Cc1onc(-c2ccccc2)c1C(=O)OCC(=O)N(CC(C)C)c1c(N)n(Cc2ccccc2)c(=O)[nH]c1=O	-0.8	1	6	92	-3	98	4	3	-1
COc1ccc(N=Nc2nc3ccc(Br)cc3n2C)cc1	-50*	+	4	105	3	97	176*	+	18
COc1ccc(/C=C2\SC(=N)N(c3nccs3)C2=O)cc1OC	-12	4	5	95	2	104	-5	5	3
Cc1cc(NN)nc(NS(=O)(=O)c2ccccc2Cl)n1	13	4	0	99	-1	76	-6	4	-11
CC(C)OC(=O)c1cccc(C(=O)OCc2ccco2)n1	0.7	-2	0	99	9	91	-7	2	-14
Cc1ccc(C(=O)OCC(=O)N2C(C)CCCC2C)cc1S(=O)(=O)N1CCOCC1 (stereo unspecified)	-1.4	-9	1	94	2	90	-3	-5	8
COc1ccccc1NS(=O)(=O)c1cc(NC(=O)c2ccc(Cl)nc2)ccc1N1CCCC1	x	x	3	107	x	105	1	x	-3
COc1cccc2c(=O)n(CC(=O)N3CCCCC3)ccc12	0.8	2	1	107	5	106	-4	1	0
Cc1ccccc1CSCC(=O)c1c(N)n(CC(C)C)c(=O)n(C)c1=O	x	1	1	104	5	98	0	2	1
CCc1ccc(Cc2cnc(NC(=O)C3=NCCN3)s2)cc1	2.0	6	0	113	0	106	4	4	10
N#Cc1ccc(C(=O)OCCCc2cc3ccccc3c(=O)o2)cc1	x	5	2	84	x	73	3	-2	15
COCCN(CC(=O)Nc1ccc(F)cc1)S(=O)(=O)c1ccc(S(=O)(=O)N2CCCC2)cc1	1.0	6	0	106	2	93	2	3	6
O=C(COc1cccnc1[N+](=O)[O-])Nc1ccccc1Sc1ccccc1	2.7	-7	1	88	5	86	-2	-1	6
Cc1cc(C)c2c(N)c(C(=O)Nc3ncc(C)s3)sc2n1	x	4	0	99	-7	95	4	4	-17
C/C(CC(=O)Nc1ccc2c(c1)OCCO2)=N\NC(=O)C(=O)Nc1ccccc1C	1.2	-8	12	101	3	102	9	-9	0
COc1ccc(-n2c3c(cc(C(=O)NCc4ccco4)c2=O)C(=O)CC(C)(C)C3)cc1	-0.5	-3	0	102	-2	106	2	1	-1
COCCNC(=O)c1ccc(C)c(NC(=O)C2=C(C)OCCS2)c1	-0.7	-5	5	104	1	108	8	2	6
CCC1Nc2ncnc(N3CCCCC3)c2N(Cc2ccc(Cl)cc2)C1=O (stereo unspecified)	x	x	0	116	x	107	8	x	0
N#C/C(=C\C=C\c1ccccc1)C(=O)NCc1cccnc1	-1.4	-3	0	99	3	97	3	8	-2
CCCNC(=O)CCn1c(=S)oc2ccccc21	-0.3	-2	0	95	1	94	-8	-1	5
Cc1ccccc1C(=O)NNC(=O)CCc1ccccc1	3.7	-4	0	100	3	91	-7	-3	1
CCC(=O)NCCCCNC(=O)CC	-0.1	3	4	97	-2	97	0	1	1
Cc1cc(=O)n2nc(N3CCCC(C(=O)NCc4cccc(Br)c4)C3)sc2n1 (stereo unspecified)	3.2	7	0	105	0	115	3	2	3
CC1CCc2sc(C(=O)NCC(c3ccco3)N3CCCCC3)cc2C1 (stereo unspecified)	x	-3	3	98	x	96	1	0	1
Cn1c(=O)c2c(O)c(C=NCc3ccccc3)c(=O)n(C)c2n(C)c1=O	0.0	10	5	103	-2	96	8	5	9
O=C1CSC(=Nc2ccc(Cl)cc2)N1Cc1ccco1	-1.1	-4	0	91	-6	94	0	-5	1
COc1ccc(C(C)=O)cc1CSc1nnc(C)s1	4.8	-1	0	109	3	106	-2	-3	32
O=C(c1cccc(S(=O)(=O)Nc2ccccc2Cl)c1)N1CCN(C(=O)c2ccco2)CC1	1.9	4	0	108	-2	102	0	6	9
COc1ccc(N(CC(=O)Nc2ccc(C)cn2)S(=O)(=O)c2c(C)noc2C)cc1	-1.7	2	0	102	1	99	3	5	6
CC(O)CNc1nc2c(c(=O)n(Cc3ccc(Cl)cc3)c(=O)n2C)n1C (stereo unspecified)	0.0	5	0	100	-3	103	7	9	3
O=C1CCCC2=C1C(c1cccs1)n1nc(SCc3ccc(C(=O)O)cc3)nc1N2 (stereo unspecified)	3.4	3	0	102	-5	96	1	7	-15
Cc1cc(=O)oc2cc(Nc3ccccc3)ccc12	-4.9	7	0	90	-2	78	1	3	-9
COc1ccc(CNC(=O)CSc2nc3ccccc3n2C(C)=O)cc1	5.2	-1	1	106	-3	106	-5	1	9
C/C(=N\NC(=O)c1nnn(-c2nonc2N)c1CN(C)c1ccccc1)c1ccccn1	0.4	13	1	97	-4	103	9	1	30
CC(=O)Nc1ccc(NC(=O)CSc2nnc(CC(C)O)n2-c2ccccc2)cc1 (stereo unspecified)	1.1	9	1	100	-4	105	6	4	-4
O=C(c1cc([N+](=O)[O-])ccc1N1CCOCC1)N1CCCCC1	-0.2	11	2	120	-2	88	3	7	17
CN(CC1CCOCC1)C(=O)CC1C(=O)NCCN1Cc1ccc(F)c(F)c1 (stereo unspecified)	-2.0	23	1	99[may fluoresce green]	1	103[may fluoresce green]	11	19	-6
Cc1c(C(=O)NN)nn(-c2ccc(F)cc2)c(=O)c1C#N	-2.4	2	2	103	8	100	-2	0	7
CCOC(=O)C1CCN(Cc2coc3c(Cl)cc(Cl)cc3c2=O)CC1	1.9	-1	1	95	2	92	5	-3	-11
COc1cccc(-c2nn(-c3ccccc3)cc2C(=O)n2nnc3ccccc32)c1	-0.4	8	0	112	-12	106	6	2	2
Cc1cc(C)c2c(c1)C1C=CCC1C(c1ccc(S(=O)(=O)N3CCOCC3)cc1)N2 (stereo unspecified)	-0.5	36	1	88	8	86	4	12	-4
O=C(NCc1ccco1)c1ccc(Cl)cc1[N+](=O)[O-]	-0.1	x	3	93	x	95	x	x	-7
COc1cc(S(=O)(=O)N2CCC(O)(c3cccc(C(F)(F)F)c3)CC2)ccc1-n1cnnn1	-1.1	2	3	105	-1	105	1	8	32
CC1CN(CCOCCSc2ccc(Cl)cc2)CC(C)O1 (stereo unspecified)	-0.8	3	1	99	0	105	1	-1	27
Cc1ccc(/C=C2\SC(=S)N(CCCC(=O)N3CCOCC3)C2=O)cc1	0.3	7	3	92	3	116	-4	0	1
CCCCn1c2c(c(=N)c3c1CCC3)CCC2	x	-25	10	91	0	87	4	-9	-5
CCCS(=O)(=O)c1nc(S(=O)(=O)c2ccc(C)cc2)c(NCc2ccco2)s1	2.5	11	1	99	1	107	4	5	6
COC(=O)CCCC(=O)N1CCCC(N(C)CCc2ccccc2)C1 (stereo unspecified)	-1.5	3	0	108	1	106	5	2	2
Cc1nnc(SCC(=O)NNC(=O)c2ccco2)n1-c1cccc(Cl)c1	-2.0	-4	8	112	-6	103	4	-4	38
CN1CCN(CC(=O)NC2CCCCC2)CC1	-0.1	1	2	102	3	101	5	-2	4
COC(=O)COc1ccc(S(=O)(=O)N2CCCCCC2)cc1	-0.8	-3	0	102	-2	97	-2	3	3
O=C(NCCCN1CCOCC1)/C(=C/c1cccnc1)NC(=O)c1ccccc1	0.3	3	0	101	2	100	3	0	4
COc1ccc(CCC(=O)N2c3ccccc3CC2C)cc1 (stereo unspecified)	-0.3	-5	3	94	-2	88	5	-4	-9
CC(=O)[C@@]1(O)CC[C@H]2[C@@H]3CCC4=CC(=O)CC[C@]4(C)[C@H]3[C@@H](O)C[C@@]21C	0.3	2	5	83	6	77	3	6	53*
CN(C(=O)CSc1nnc(Cc2ccccc2F)n1N)C1CCCCC1	x	x	0	93	x	91	1	x	6
CN(Cc1ccncc1)C1CC(=O)N(c2ccc(F)cc2)C1=O (stereo unspecified)	0.6	5	0	96	-2	92	2	6	26
Cc1ccc(C(=O)COC(=O)c2ccc(O)cc2)cc1	-2.3	1	1	98	2	98	6	1	1

More entries:
compound	MEX-5 binding	MCL1 BIM primary	GRK2 aptamer HTS	AGP1-GFP MLPCN	Fam108B inh	CIT2-GFP yeast	GLD-1 RNA inh	BCLXL inh	VLA-4 inh
CCN(CC)S(=O)(=O)c1ccc(C(=O)N2CCN(c3ncccn3)CC2)cc1	-2.9	5	1	96	-6	102	2	-1	-3
c1coc(-c2nnc3sc(C4CCCCC4)nn23)c1	-1.7	4	2	93	0	100	3	-3	7
Cc1cc(C)c(S(=O)(=O)N(C)c2ccccc2)c(C)c1	3.0	-4	0	93	2	100	-3	2	1
CCC1CCCCN1C(=O)CCS(=O)(=O)c1ccc2c(c1)CCN2C(C)=O (stereo unspecified)	1.7	8	0	101	0	103	5	4	8
O=C(CCC(=O)N1CCN(C2CCCC2)CC1)Nc1nnc(C(F)(F)F)s1	1.3	6	0	99	-3	98	3	7	3
CCNC(=S)NNC(=O)c1cc(-c2cccc(OC)c2)nc2ccccc12	0.9	12	2	99	9	100	1	9	8
